# TcdB GH inh – TcdB glycohydrolase inhibitors, primary screen, biochemical, single point, plate reader; TcdB glycohydrolase enzymatic assay; AID 652162, 2013; 350,000 tested, 0.24% active; Toxin B (Clostridioides difficile), P18177; inhibition, % at 9.99 µM; in the data active = inhibition above about 10%
# Target sequence (P18177 whole entry, looked up): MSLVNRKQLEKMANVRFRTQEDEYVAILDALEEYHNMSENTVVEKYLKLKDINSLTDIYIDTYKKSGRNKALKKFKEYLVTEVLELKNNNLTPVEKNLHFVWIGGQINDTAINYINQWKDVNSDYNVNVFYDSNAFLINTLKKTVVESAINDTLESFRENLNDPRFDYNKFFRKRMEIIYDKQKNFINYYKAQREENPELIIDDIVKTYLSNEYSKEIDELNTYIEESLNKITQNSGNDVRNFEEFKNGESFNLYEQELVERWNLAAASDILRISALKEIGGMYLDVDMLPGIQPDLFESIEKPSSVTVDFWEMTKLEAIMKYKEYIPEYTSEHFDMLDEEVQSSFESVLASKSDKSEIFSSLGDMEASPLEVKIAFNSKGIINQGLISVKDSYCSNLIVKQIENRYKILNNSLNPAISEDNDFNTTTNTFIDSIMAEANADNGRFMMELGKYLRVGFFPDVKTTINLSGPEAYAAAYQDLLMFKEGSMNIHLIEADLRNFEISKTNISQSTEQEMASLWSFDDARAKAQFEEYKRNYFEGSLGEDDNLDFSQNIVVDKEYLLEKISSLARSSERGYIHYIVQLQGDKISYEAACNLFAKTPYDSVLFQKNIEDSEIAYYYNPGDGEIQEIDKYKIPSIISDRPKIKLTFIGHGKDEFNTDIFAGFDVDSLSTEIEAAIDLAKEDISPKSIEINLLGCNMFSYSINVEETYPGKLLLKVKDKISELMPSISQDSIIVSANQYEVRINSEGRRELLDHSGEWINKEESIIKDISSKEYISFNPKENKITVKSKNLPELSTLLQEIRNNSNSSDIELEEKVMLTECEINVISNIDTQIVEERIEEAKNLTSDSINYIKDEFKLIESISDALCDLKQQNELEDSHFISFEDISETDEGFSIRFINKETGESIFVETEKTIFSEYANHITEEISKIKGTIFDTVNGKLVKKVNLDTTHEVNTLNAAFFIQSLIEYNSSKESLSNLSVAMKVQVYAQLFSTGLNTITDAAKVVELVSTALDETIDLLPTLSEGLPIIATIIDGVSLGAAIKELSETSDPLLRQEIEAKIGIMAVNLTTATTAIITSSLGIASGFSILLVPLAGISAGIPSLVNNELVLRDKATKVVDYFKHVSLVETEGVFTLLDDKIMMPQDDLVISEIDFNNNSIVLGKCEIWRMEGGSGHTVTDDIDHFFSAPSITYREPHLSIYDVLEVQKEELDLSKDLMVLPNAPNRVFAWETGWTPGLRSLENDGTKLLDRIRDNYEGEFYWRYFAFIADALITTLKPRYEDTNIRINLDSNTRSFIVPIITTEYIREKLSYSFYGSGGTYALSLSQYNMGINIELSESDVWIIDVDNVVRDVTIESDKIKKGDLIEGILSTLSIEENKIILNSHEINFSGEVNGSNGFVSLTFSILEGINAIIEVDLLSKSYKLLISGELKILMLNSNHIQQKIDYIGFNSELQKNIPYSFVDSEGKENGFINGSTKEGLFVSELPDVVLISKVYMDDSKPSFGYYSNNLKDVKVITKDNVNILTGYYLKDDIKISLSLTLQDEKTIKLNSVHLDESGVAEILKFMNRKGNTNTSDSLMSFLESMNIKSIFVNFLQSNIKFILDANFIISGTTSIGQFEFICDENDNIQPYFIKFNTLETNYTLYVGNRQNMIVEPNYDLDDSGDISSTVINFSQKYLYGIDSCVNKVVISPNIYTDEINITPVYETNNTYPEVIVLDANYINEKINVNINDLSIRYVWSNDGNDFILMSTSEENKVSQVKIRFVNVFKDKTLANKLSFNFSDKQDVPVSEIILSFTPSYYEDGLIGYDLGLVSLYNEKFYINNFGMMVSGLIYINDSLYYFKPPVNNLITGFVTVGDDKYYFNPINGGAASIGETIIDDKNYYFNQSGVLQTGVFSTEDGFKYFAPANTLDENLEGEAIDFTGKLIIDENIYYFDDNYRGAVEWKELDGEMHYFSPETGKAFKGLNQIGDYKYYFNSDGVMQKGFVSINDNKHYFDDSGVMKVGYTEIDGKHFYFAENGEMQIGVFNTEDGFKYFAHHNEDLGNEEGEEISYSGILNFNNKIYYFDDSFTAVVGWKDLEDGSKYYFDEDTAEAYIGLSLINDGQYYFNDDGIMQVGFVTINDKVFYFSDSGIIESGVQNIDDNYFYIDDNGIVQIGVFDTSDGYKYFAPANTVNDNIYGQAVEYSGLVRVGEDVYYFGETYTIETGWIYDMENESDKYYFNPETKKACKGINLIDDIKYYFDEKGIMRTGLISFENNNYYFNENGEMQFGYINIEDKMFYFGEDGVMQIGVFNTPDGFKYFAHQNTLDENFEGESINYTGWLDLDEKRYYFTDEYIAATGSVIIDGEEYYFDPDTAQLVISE
# * = called active by the depositor; & = joins results of further samples.
# The opening eleven records, to show the layout:
SMILES,TcdB GH inh
CS(=O)(=O)N1[C@H](CO)[C@H](c2ccccc2)C12CN(C(=O)C1CC1)C2,0.9
C/C=C/c1ccccc1[C@H]1[C@@H](C#N)N(C(=O)NC2CCCCC2)[C@H]1CO,0.4
CCOC(=O)C1CSCCS(=O)(=O)N1Cc1ccc(Cl)cc1 (configuration not stated),0.3
C[C@H](CO)N1C[C@H](C)[C@@H](CN(C)CC2CCCCC2)OCCCC[C@H](C)Oc2ccc(NC(=O)Cc3ccccc3)cc2C1=O,-1.1
Cc1cccc(S(=O)(=O)N2CC[C@@H]3[C@@H](CO)N(C)c4ccc(Br)cc4[C@@H]32)c1,-0.9
Cc1ccc(S(=O)(=O)Nc2ccc3c(c2)C(=O)N([C@@H](C)CO)C[C@H](C)[C@@H](CN(C)C(=O)CCC(F)(F)F)OCCCC[C@@H](C)O3)cc1,1.7
O=C(C[C@H]1CC[C@H](NC(=O)CN2CCOCC2)[C@@H](CO)O1)NCCc1ccncc1,-0.9
COC(=O)[C@]12C[C@H](CC(=O)N3CCOCC3)C(=O)N(CCC3=CCCCC3)C1=C[C@H](C(C)(C)C)O[C@@H]2C,3.1
CC(C)C#Cc1ccc2c(c1)O[C@H](CN(C)C(=O)C1CC1)[C@H](C)CN([C@@H](C)CO)S2(=O)=O,-0.4
Cc1ccc(S(=O)(=O)N(C)C[C@@H]2Oc3ccc(NC(=O)CCN4CCOCC4)cc3C(=O)N([C@H](C)CO)C[C@@H]2C)cc1,0.9
C[C@@H]1CN([C@H](C)CO)C(=O)c2cccc(NC(=O)Nc3ccccc3)c2O[C@H]1CN(C)C,0.0

# The whole of this part, from the first entry:
SMILES,TcdB GH inh
CS(=O)(=O)N1[C@H](CO)[C@H](c2ccccc2)C12CN(C(=O)C1CC1)C2,0.9
C/C=C/c1ccccc1[C@H]1[C@@H](C#N)N(C(=O)NC2CCCCC2)[C@H]1CO,0.4
CCOC(=O)C1CSCCS(=O)(=O)N1Cc1ccc(Cl)cc1 (configuration not stated),0.3
C[C@H](CO)N1C[C@H](C)[C@@H](CN(C)CC2CCCCC2)OCCCC[C@H](C)Oc2ccc(NC(=O)Cc3ccccc3)cc2C1=O,-1.1
Cc1cccc(S(=O)(=O)N2CC[C@@H]3[C@@H](CO)N(C)c4ccc(Br)cc4[C@@H]32)c1,-0.9
Cc1ccc(S(=O)(=O)Nc2ccc3c(c2)C(=O)N([C@@H](C)CO)C[C@H](C)[C@@H](CN(C)C(=O)CCC(F)(F)F)OCCCC[C@@H](C)O3)cc1,1.7
O=C(C[C@H]1CC[C@H](NC(=O)CN2CCOCC2)[C@@H](CO)O1)NCCc1ccncc1,-0.9
COC(=O)[C@]12C[C@H](CC(=O)N3CCOCC3)C(=O)N(CCC3=CCCCC3)C1=C[C@H](C(C)(C)C)O[C@@H]2C,3.1
CC(C)C#Cc1ccc2c(c1)O[C@H](CN(C)C(=O)C1CC1)[C@H](C)CN([C@@H](C)CO)S2(=O)=O,-0.4
Cc1ccc(S(=O)(=O)N(C)C[C@@H]2Oc3ccc(NC(=O)CCN4CCOCC4)cc3C(=O)N([C@H](C)CO)C[C@@H]2C)cc1,0.9
C[C@@H]1CN([C@H](C)CO)C(=O)c2cccc(NC(=O)Nc3ccccc3)c2O[C@H]1CN(C)C,0.0
COCC(=O)N(C[C@@H]1N[C@H](CO)[C@H]1c1ccc(-c2cccnc2)cc1)C(C)C,-0.5
CCCNC(=O)N1C[C@@H](O)COC[C@H]2O[C@@H](CC(=O)N[C@@H]3CCN(Cc4ccccc4)C3)CC[C@@H]21,-7.2
Cc1ccccc1-c1ccc([C@H]2[C@@H](CO)N3CCCCN(C(=O)Cc4ccccn4)C[C@@H]23)cc1,-1.8
CCCN(C)C[C@@H]1Oc2cc(C#CC3CC3)ccc2S(=O)(=O)N([C@@H](C)CO)C[C@@H]1C,-7.4
Cc1cc(C(=O)Nc2cccc3c2O[C@@H](CN(C)S(=O)(=O)c2ccc(Cl)cc2)[C@H](C)CN([C@H](C)CO)C3=O)n(C)n1,-0.3
COCC(=O)N1CC(=O)N2[C@H](CO)[C@H](c3ccc(C#CCc4ccccc4)cc3)[C@@H]2C1,-0.2
C[C@@H]1CN([C@@H](C)CO)C(=O)Cc2cc(NC(=O)Nc3ccc(F)cc3)ccc2O[C@H]1CN(C)Cc1ccc(-c2ccccc2)cc1,-3.4
O=C(Nc1ccc(F)cc1)N1[C@@H]2CNC[C@H]1C2c1ccc(/C=C/c2ccccc2)cc1 (some centres not stated),-1.0&1.6
Cc1noc(C)c1S(=O)(=O)Nc1ccc2c(c1)C(=O)N([C@H](C)CO)C[C@@H](C)[C@H](CN(C)S(=O)(=O)c1ccccc1)O2,1.5
C[C@@H]1CN([C@H](C)CO)C(=O)c2cccc(NC(=O)C3CC3)c2O[C@H]1CN(C)S(=O)(=O)c1ccc(F)cc1,-1.1
C/C=C/c1ccc2c(c1)O[C@@H](CN(C)Cc1ccc(F)cc1)[C@H](C)CN([C@@H](C)CO)S2(=O)=O,0.6
C[C@@H]1CN([C@@H](C)CO)S(=O)(=O)c2ccc(/C=C/c3ccccc3)cc2O[C@@H]1CN(C)CC1CC1,0.6
COC(=O)[C@]12C[C@H](CC(=O)NCCC(C)C)C(=O)N(Cc3ccccc3)C1=C[C@H](C(C)C)O[C@@H]2C1CC1,0.3
C[C@H](CO)N1C[C@H](C)[C@H](CN(C)C)Oc2ccc(NS(=O)(=O)c3ccc(F)cc3)cc2C1=O,0.6
C[C@@H]1CCCCO[C@@H](CN(C)C(=O)Nc2ccccc2)[C@@H](C)CN([C@H](C)CO)C(=O)c2cc(NC(=O)CCC(F)(F)F)ccc2O1,0.3
COc1ccc(NC(=O)Nc2cccc3c2O[C@@H](CN(C)C(=O)Nc2c(C)noc2C)[C@H](C)CN([C@@H](C)CO)C3=O)cc1,0.5
COc1ccc2c(c1)[C@@]1(OCCC=C[C@H]1C)C(=O)N2Cc1ccc(Br)cc1,0.7
CO[C@H]1CN(C)C(=O)c2cc(NC(=O)Nc3cccc(F)c3)ccc2OC[C@H](C)NC[C@H]1C,-0.4
C[C@@H]1CN([C@@H](C)CO)S(=O)(=O)c2ccc(C3=CCCC3)cc2O[C@@H]1CN(C)C(=O)C1CCC1,-0.2
COc1ccc(CN(C)C[C@@H]2Oc3ccc(NC(=O)Nc4ccccc4)cc3C(=O)N([C@H](C)CO)C[C@H]2C)cc1,-0.5
C[C@@H]1CN([C@@H](C)CO)C(=O)Cc2cc(NC(=O)Nc3ccccc3)ccc2O[C@H]1CN(C)C(=O)NC1CCCCC1,0.4
CN(C)C(=O)C[C@@H]1CC[C@H](NC(=O)C2CC2)[C@H](CO)O1,0.5
O=C(c1cccc(F)c1)N1CC(=O)N2[C@@H](CO)[C@@H](c3ccc(C4=CCCC4)cc3)[C@@H]2C1,-0.5
COc1ccc(S(=O)(=O)Nc2ccc3c(c2)C(=O)N([C@@H](C)CO)C[C@@H](C)[C@@H](CN(C)C(=O)Nc2ccc4c(c2)OCO4)OCCCC[C@@H](C)O3)cc1,0.7
CCC(=O)Nc1ccc2c(c1)C(=O)N(C)C[C@H](OC)[C@H](C)CN(CCc1ccccc1)[C@@H](C)CO2,-0.1
O=C(C1CCCC1)N1[C@@H](CO)[C@@H](c2ccccc2)C12CN(Cc1ccc(F)cc1)C2,0.4
O=C(NCC1CC1)[C@H]1[C@H](CO)[C@H]2Cn3c(ccc(-c4ccncc4)c3=O)[C@@H]1N2Cc1nccs1,0.6
C[C@@H]1CN([C@@H](C)CO)C(=O)c2cc(NS(=O)(=O)c3cn(C)cn3)ccc2O[C@@H](C)CCCCO[C@@H]1CN(C)Cc1ccncc1,0.4
O=C(NCC[C@@H]1CC[C@@H](NC(=O)c2ccccc2F)[C@H](CO)O1)c1ccc2c(c1)OCO2,0.6
COc1ccc(NC(=O)N(C)C[C@H]2Oc3ccc(NC(=O)CCCCCC(=O)Nc4ccccc4N)cc3CC(=O)N([C@@H](C)CO)C[C@H]2C)cc1,0.8
O=C(C[C@H]1CC[C@H]2[C@@H](COC[C@H](O)CN2C(=O)c2ccccc2)O1)N1CCOCC1,-0.6
C[C@@H]1CN([C@H](C)CO)C(=O)c2cccc(NS(=O)(=O)c3ccc(Cl)cc3)c2O[C@@H]1CN(C)Cc1ccc(C(=O)Nc2ccccc2N)cc1,0.6
O=C(Nc1ccccc1)N1C[C@@H]2[C@H](c3ccccc31)[C@@H](CO)N2Cc1ccccc1Cl,0.3
C[C@@H]1CN([C@@H](C)CO)C(=O)c2cc(NC(=O)CCC(F)(F)F)ccc2O[C@H]1CN(C)S(C)(=O)=O,0.1
CCC(=O)N(C)C[C@H]1Oc2cc(-c3cccc(OC)c3)ccc2S(=O)(=O)N([C@@H](C)CO)C[C@@H]1C,0.7
C[C@H]1CN([C@@H](C)CO)C(=O)Cc2cc(NC(=O)Cn3cnnn3)ccc2O[C@H]1CN(C)CC1CCCCC1,0.5
Cc1noc(C)c1NC(=O)Nc1ccc2c(c1)C(=O)N([C@H](C)CO)C[C@H](C)[C@@H](CN(C)C(=O)Nc1ccc3c(c1)OCO3)OCCCC[C@@H](C)O2,-2.3
C[C@@H]1CN([C@H](C)CO)C(=O)Cc2cc(NS(=O)(=O)c3ccccc3)ccc2O[C@@H]1CN(C)S(=O)(=O)c1ccccc1,1.6
Cc1noc(C)c1NC(=O)N(C)C[C@H]1Oc2c(NC(=O)Nc3ccc(C(F)(F)F)cc3)cccc2C(=O)N([C@@H](C)CO)C[C@H]1C,2.3
C[C@@H]1CN([C@@H](C)CO)C(=O)c2cccc(NC(=O)CCCCCC(=O)Nc3ccccc3N)c2O[C@@H]1CN(C)C(=O)Nc1cccc2ccccc12,1.7
C/C=C/c1ccc([C@H]2[C@H](CO)N3CCCCN(S(=O)(=O)c4cccc(C)c4)C[C@@H]23)cc1,-0.1
CCC(=O)N1C[C@@H](C)[C@H](OC)CN(C)C(=O)c2cc(NC(=O)C3CC3)ccc2OC[C@H]1C,0.4
CO[C@@H]1CC[C@@H]2CCOc3c(C#N)cccc3C(=O)N(C)C[C@@H](c3ccccc3)CC(=O)N(C)C[C@H]1O2,0.7
C[C@@H]1CN([C@@H](C)CO)C(=O)Cc2cc(N(C)C)ccc2O[C@@H]1CN(C)Cc1ccc(C(F)(F)F)cc1,-3.7
OC[C@@H]1[C@@H](c2ccc(C#Cc3ccccc3F)cc2)[C@@H]2CN(CC3CCOCC3)CCCCN12,1.4
COCC(=O)N(C)C[C@@H]1Oc2ncc(C#Cc3ccncc3)cc2C(=O)N([C@@H](C)CO)C[C@@H]1C,0.9
COc1ccc2c3c([nH]c2c1)[C@H](CO)N(C(C)=O)CC31CN(Cc2ccccc2Cl)C1,2.0
O=C(NC1CCCCC1)[C@@H]1[C@@H](CO)[C@@H]2Cn3c(cccc3=O)[C@@H]2N1C(=O)CC1CC1,-5.2
COc1cccc(NC(=O)C[C@@H]2CC[C@@H]3[C@H](COc4ccc(NC(=O)C5CCC5)cc4C(=O)N3C)O2)c1,-0.6
# The list continues.
SMILES,TcdB GH inh
Cc1ccc(S(=O)(=O)N2C3CC(c4ccccc4)N(S(=O)(=O)c4cccc(Cl)c4)CC3C(=O)C[C@H]2c2ccccc2)cc1 (some centres not stated),1.4
C[C@@H]1CN([C@H](C)CO)C(=O)c2cc(NS(=O)(=O)c3cccs3)ccc2O[C@@H](C)CCCCO[C@@H]1CN(C)Cc1ccc(Cl)c(Cl)c1,-0.7
O=C(C1CCCC1)N1CCCCN2[C@H](CO)[C@@H](c3ccc(-c4ccncc4)cc3)[C@H]2C1,-0.1
COc1ccc(S(=O)(=O)N2C[C@@H](O)COC[C@@H]3O[C@@H](CC(=O)NCc4ccc(Cl)c(Cl)c4)CC[C@H]32)cc1,-0.6
CC=Cc1ccc2n(c1=O)C[C@@H]1[C@@H](CO)[C@H](C(=O)Nc3nccs3)N(Cc3ccccc3F)[C@H]21 (mixture of isomers),1.3
COC(=O)c1cc2c(c3c4cc(C)ccc4n(S(=O)(=O)c4ccc(C)cc4)c13)C(=O)N(Cc1ccc(C(F)(F)F)cc1)C2,-3.2
CC(C)NC(=O)N(C)C[C@@H]1Oc2ncc(C#Cc3ccccc3F)cc2C(=O)N([C@@H](C)CO)C[C@H]1C,-0.3
C[C@H]1CN([C@@H](C)CO)C(=O)c2cc(NC(=O)c3ccncc3)ccc2O[C@@H]1CN(C)Cc1ccccc1,0.6
C[C@@H]1CN([C@@H](C)CO)C(=O)c2cc(C#CCN(C)C)cnc2O[C@@H]1CN(C)Cc1ccccc1,0.0
CN1CCN(C(=O)C[C@@H]2CC[C@H]3[C@H](COc4ccc(NC(=O)C5CCC5)cc4C(=O)N3C)O2)CC1,0.4
CCNC(=O)C[C@@H]1CC[C@H]2[C@@H](COc3ccc(NC(=O)Nc4ccccc4OC)cc3C(=O)N2C)O1,-0.4
COc1ccccc1NC(=O)N[C@@H]1CC[C@@H](CC(=O)N[C@H](C)c2ccccc2)O[C@@H]1CO,-0.7
CC(C)NC(=O)Nc1cccc2c1O[C@H](CN(C)S(=O)(=O)c1ccccc1)[C@H](C)CN([C@H](C)CO)C2=O,1.1
CCCNC(=O)C[C@@H]1C[C@@H]2c3cc(NC(=O)CC4CC4)ccc3O[C@@H]2[C@H](CO)O1,-0.3
O=C(Nc1ccccc1F)N1CC(=O)N2[C@H](CO)[C@@H](c3ccc(-c4cccnc4)cc3)[C@H]2C1,0.9
COc1cccc(C#Cc2ccc([C@@H]3[C@H](CO)N4C(=O)CN(S(=O)(=O)c5ccccc5C)C[C@@H]34)cc2)c1,0.2
CC(C)NC(=O)Nc1ccc2c(c1)C(=O)N([C@H](C)CO)C[C@H](C)[C@H](CN(C)C(=O)NC1CCCCC1)OCCCC[C@@H](C)O2,0.6
O=C(O)[C@H]1[C@H](CO)[C@H]2Cn3c(ccc(-c4ccccc4F)c3=O)[C@@H]1N2C(=O)Nc1ccccc1,1.2
COc1ccc(NC(=O)N(C)C[C@H]2OCCCC[C@@H](C)Oc3ccc(NC(=O)NC4CCCCC4)cc3C(=O)N([C@H](C)CO)C[C@H]2C)cc1,0.0
C[C@@H]1CN([C@@H](C)CO)S(=O)(=O)c2ccc(C#Cc3cccnc3)cc2O[C@@H]1CN(C)C(=O)CN(C)C,-16.1
C[C@H](CO)N1C[C@H](C)[C@@H](CN(C)C(=O)Nc2cccc(F)c2)OCc2ccccc2-c2c(n(C)c3ccccc23)C1=O,1.9

# High-throughput results: PubChem, Broad Institute

# These rows are one share of the data; the hit share may differ from the screen's.
